# ZTA counter – ZTA (EBV) inhibition in EBNA-1 counter-screen; ZTA-DNA binding, fluorescence polarization; inhibition, % at 11 µM; hit rate 0.15% among 320,000; AID 2234; in the data active = inhibition above about 33%
# AHR activator – activates the human aryl hydrocarbon receptor; AHR-responsive luciferase reporter cells, luminescence; activation, % at 5 µM; P35869; hit rate 2.5% among 320,000; in the data active = activation above about 47%;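 also: 0% = vehicle wells and 100% = reference agonist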
# EBNA-1 inhibitor – blocks EBNA-1 binding to DNA | hit rate 0.34% among 300,000 | EBNA-1 DNA binding, fluorescence polarization | AID 1950 | inhibition, % at 14.8 µM; in the data active = inhibition above about 28%
# RPL19A TOR yeast – alters RPL19A-GFP fluorescence in TOR pathway yeast screen; AID 2025; percent response vs DMSO, % at 10 µM; S. cerevisiae RPL19A-GFP strain, flow cytometry, 3 h; active compounds read low; hit rate 0.3% among 330,000;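 active = percent response vs DMSO below 50%; inconclusive = fewer than 70 events counted for the yeast strain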;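 also: median channel GFP fluorescence of the barcoded RPL19A-GFP strain; ratio of sample median GFP to plate DMSO average so 100% = DMSO; lower means less RPL19A-GFP as with rapamycin TOR inhibition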
# LAP4-GFP MLPCN – modulators of TOR pathway LAP4-GFP in S. cerevisiae | GFP response vs DMSO, % at 10 µM | S. cerevisiae LAP4-GFP multiplex, flow cytometry GFP, 3 h; median GFP as percent of DMSO wells | hit rate 0.34% among 320,000;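 active = GFP response vs DMSO above a set limit, about the screen mean plus 3 SD, cut at about 150% in these data; inconclusive = under 70 cell events counted for the yeast strain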
# MEP2 TOR yeast – alters MEP2-GFP fluorescence in TOR pathway yeast screen | S. cerevisiae MEP2-GFP strain, flow cytometry GFP, 3 h; 100% = DMSO control level | hit rate 0.51% among 330,000 | GFP response vs DMSO, % at 10 µM;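 active = GFP response versus DMSO above a set limit, roughly screen mean plus 3 SD, cut at about 180% in these data; inconclusive = fewer than 70 cells counted for a yeast strain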;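 also: median GFP fluorescence of the barcode-gated MEP2-GFP cells per well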
# procasp7 counter – activates human procaspase-7, counter-screen for procaspase-3 activators | recombinant procaspase-7, Ac-DEVD-pNA absorbance 405 nm; D23A/D198A/D206A triple mutant, cannot self-cleave; scale: DMSO 0, 5 µM enzyme 100 | activation, % at 8.5 µM | hit rate 0.093% among 330,000;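 active = percent activation above the screen-wide mean plus 3 SD, cut at about 25% in these data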
#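 Replicates: singlicate. Assay system: Procaspase-7 triple mutant (PC-7 D3A). Signal: 405 nm absorbance of p-nitroaniline. Times: 1 h preincubation, 2 h reaction. Buffer or medium: Zinc-free HEPES pH 7.4 with 300 mM NaCl, 0.01% Triton X-100. Also added: DEVD-pNA substrate. Benchmarks: DMSO wells as 0%, DMSO with 5 µM added PC-7 as 100%.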
# proCasp3 act – activates human procaspase-3 | P42574 | recombinant procaspase-3 D3A, Ac-DEVD-pNA absorbance 405 nm | activation, % at 8.5 µM | hit rate 0.11% among 330,000 | AID 463141;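 active = activation above the mean of all tested compounds plus 3 SD, cut at about 21% in these data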;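 also: 0% = DMSO alone and 100% = DMSO wells spiked with extra 5 µM PC-3 D3A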
#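 Assay system – Procaspase-3 D3A mutant, all three cleavage aspartates alanine · Controls – DMSO-only low control, 5 µM PC-3 D3A high control · Schedule – 1 h compound preincubation, 2 h substrate hydrolysis at 25 °C · Signal – 405 nm absorbance of p-nitroaniline, reads at 0 and 120 min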
# * hit, by the source's call; u = inconclusive; x = no result given.
SMILES,ZTA counter,AHR activator,EBNA-1 inhibitor,RPL19A TOR yeast,LAP4-GFP MLPCN,MEP2 TOR yeast,procasp7 counter,proCasp3 act
Cn1c2ccccc2c2c(C(=O)N3CCN(C(=O)c4ccco4)CC3)cn(C3CCCCC3)c(=O)c21,3,4,-20,91,89,96,4,3
O=C(NC(c1ccccc1)c1ccccc1)C1(c2cccs2)CCOCC1,16,-3,6,107,101,112,2,1
O=C(CCc1nnc2ccc(NCc3ccco3)nn12)N1CCN(c2ccccc2)CC1,3,6,-9,106,115,105,0,-1
O=C(NCCCN1CCOCC1)c1ccc2c(c1)N(Cc1ccc(F)cc1)CCS2,-18,4,-11,103,101,106,-4,-1
CCCN(CCC)CCNC(=O)c1cc2c(=O)n(CC)c3ccccc3c2s1,0,8,-4,99,113,92,0,4
CNC(=S)NC1CC2CCCC(C1)N2Cc1ccco1 (stereo unspecified),-7,-1,-4,96,94,98,-5,0
CC1CCN(S(=O)(=O)c2ccc(C(=O)NCc3ccco3)cc2)CC1,1,0,-7,100,104,104,5,-2
Nc1n[nH]c(S(=O)(=O)CCCc2ccccc2)n1,13,-2,6,104,98,104,7,3
CCCn1c(=N)n(CC(=O)C(C)(C)C)c2ccccc21,1,10,-4,94,92,94,-5,2
O=C(CSc1c2c(nc3ccc(Cl)cc13)CCCC2)NCc1ccco1,-11,4,-10,98,96,97,0,-9
O=C(C[C@H]1C/C=C\C[C@H](NC(=O)OCC2c3ccccc3-c3ccccc32)C(=O)OC[C@@H]2CCCN2C1=O)NCCO,x,-2,x,107,102,107,3,5
Cc1ncc([N+](=O)[O-])n1CC(=O)N/N=C/c1ccc(F)cc1,-13,0,-12,96,88,90,6,0
COC(=O)C(C)Sc1nc2c(cnn2-c2ccc(C)cc2)c(=O)[nH]1 (stereo unspecified),-5,3,6,94,95,100,8,3
O=C(CSc1nc2ccccc2c(=O)n1CCCN1CCOCC1)Nc1ccc(F)c(Cl)c1,x,-1,x,101,98,101,7,-3
Fc1ccccc1C1c2[nH]c3ccccc3c2CCN1Cc1cccn1-c1ncccn1 (stereo unspecified),-1,12,0,96,96,94,2,4
CCOC(=O)c1c(NC(=O)c2c(C)noc2C)sc2c1CCCCC2,-7,3,-2,103,107,109,3,6
O=C(NC1CC2CCC(C1)N2Cc1ccccc1)c1ccccc1Br (stereo unspecified),-34,0,6,108,98,106,6,-2
Cc1ccc(C(=O)COC(=O)c2cc(=O)[nH]c3ccccc23)cc1,9,-1,-2,103,103,102,4,9
COc1ccc2c(CC(=O)NCc3cccs3)coc2c1,-8,6,-1,98,132,101,-2,-7
O=S(=O)(c1ccc2c(c1)OCCO2)N1CCN(S(=O)(=O)c2c(F)cc(F)cc2F)CC1,x,1,x,91,93,99,10,4
CCCc1cc(-c2nc(N)ncc2-c2ccc3c(c2)OCCCO3)c(O)cc1OC,7,8,-10,88,89,87,0,11
NC1=NC(=O)/C(=C\c2ccc(O)c([N+](=O)[O-])c2)S1,-5,2,-6,101,94,102,-32,-9
CCOC(=O)C1C(=O)NC(N2CCCCC2)=NC1C(C)C (stereo unspecified),1,2,4,93,99,96,4,-2
CNc1ccc(Br)cc(C(=O)/C=C/c2ccc(Cl)cc2Cl)c1=O,6,2,-7,114,107,108,-20,-16
CCOC(=O)c1ccc(NC(=O)CSc2nnc(CNc3ccc(OC)cc3)n2C)cc1,-7,59*,2,96,103,103,0,1
CC(C)(C)NC(=O)COc1ccc(CNc2ncn[nH]2)cc1,-16,1,-7,104,101,107,-5,4
O=C1CSc2ccc(C(=O)Nc3cccc(S(=O)(=O)Nc4ccc(Br)cc4)c3)cc2N1,3,16,8,103,98,108,-13,-6
CCCS(=O)(=O)N1CCN(Cc2ccncc2)CC1,-3,0,-6,101,96,100,-3,4
CCCCCCSc1nc2c(c(=O)[nH]c(=O)n2C)n1C,5,4,-10,100,106,100,-5,-3
COc1cc(/C=C/C(=O)c2ccc(C)c([N+](=O)[O-])c2)cc(OC)c1O,-13,6,-4,102,83,87,8,-3
C/C(=C\c1ccccc1)C(=O)NCc1ccco1,13,0,-4,101,97,104,12,-1
COC(=O)CN1C(=O)[C@H]2[C@@H](C3CC3)N3C(=O)CN(CCO)C(=O)[C@@]3(Cc3ccccc3)[C@H]2C1=O,-4,-1,3,99,97,92,12,4
COCCNC(C(=O)Nc1cc(Cl)cc(Cl)c1)c1ccccc1 (stereo unspecified),1,9,8,97,90,93,11,1
CCOc1ccc(NC(=O)CN(C)C(=O)c2cc(S(=O)(=O)N3CCCCCC3)ccc2OC)cc1OCC,-7,2,2,97,106,100,-1,5
CCCC(=O)Nc1cccc(NC(=O)c2ccc(C)c([N+](=O)[O-])c2)c1,11,0,3,95,108,101,0,3
N#CC1(c2ccccc2)CCC(NCCc2ccccc2)CC1 (stereo unspecified),0,2,-23,103,82,104,-16,-1
O=C(CCN1CCOCC1)NNC(=O)/C(=C/c1ccccc1)NC(=O)c1ccccc1,-12,1,-14,106,99,103,4,-7
CC(=O)c1ccc(N2CCN(C(=O)CCN3C(=S)NC(C)(C)CC3C)CC2)cc1 (stereo unspecified),-1,0,1,97,107,99,-2,-3
Cc1cccc(NS(=O)(=O)c2nnc(NC(=O)c3ccccc3F)s2)c1,18,-1,-3,97,95,95,-8,2
COc1ccc(NC(=O)CC(C)c2ccccc2)c([N+](=O)[O-])c1 (stereo unspecified),9,2,-5,98,108,100,-4,-4

# By substructure, the compounds so far with a furan ring, fused or not
SMILES,ZTA counter,AHR activator,EBNA-1 inhibitor,RPL19A TOR yeast,LAP4-GFP MLPCN,MEP2 TOR yeast,procasp7 counter,proCasp3 act
Cn1c2ccccc2c2c(C(=O)N3CCN(C(=O)c4ccco4)CC3)cn(C3CCCCC3)c(=O)c21,3,4,-20,91,89,96,4,3
O=C(CCc1nnc2ccc(NCc3ccco3)nn12)N1CCN(c2ccccc2)CC1,3,6,-9,106,115,105,0,-1
CNC(=S)NC1CC2CCCC(C1)N2Cc1ccco1 (stereo unspecified),-7,-1,-4,96,94,98,-5,0
CC1CCN(S(=O)(=O)c2ccc(C(=O)NCc3ccco3)cc2)CC1,1,0,-7,100,104,104,5,-2
O=C(CSc1c2c(nc3ccc(Cl)cc13)CCCC2)NCc1ccco1,-11,4,-10,98,96,97,0,-9
COc1ccc2c(CC(=O)NCc3cccs3)coc2c1,-8,6,-1,98,132,101,-2,-7
C/C(=C\c1ccccc1)C(=O)NCc1ccco1,13,0,-4,101,97,104,12,-1

# (next part)
SMILES,ZTA counter,AHR activator,EBNA-1 inhibitor,RPL19A TOR yeast,LAP4-GFP MLPCN,MEP2 TOR yeast,procasp7 counter,proCasp3 act
CN(C)c1ccc(C(=S)N2CCN(Cc3ccccc3)CC2)cc1,-14,4,-9,103,105,99,-41,-22
O=C(NCCCl)Nc1cc([N+](=O)[O-])ccc1Cl,7,13,-13,89,91,93,16,-3
CCOc1nc(C)ccc1-c1noc(-c2ccccc2OC)n1,2,50*,0,98,93,100,-1,-2
CCn1cc(C(=O)OCC(=O)c2cc(C)n(-c3cccc(C(F)(F)F)c3)c2C)c(=O)c2ccc(C)nc21,7,0,8,100,102,103,-7,-5
CCN1CCN(C(c2cccs2)C(C)NC(=O)C(=O)N2CCCCC2)CC1 (stereo unspecified),-2,-1,-8,97,93,100,0,1
C/C(=N\Nc1ccc(S(=O)(=O)N2CCCCC2)cn1)c1ccc(O)cc1,4,1,x,98,102,94,9,-2
CCOC(=O)c1ccc(NC(=O)c2ccc(NC(=O)c3ccccc3)cc2)cc1,1,-2,-3,95,88,92,5,2
COc1ccc(-n2cc(C#N)c(=O)[nH]c2=O)cc1,6,4,-3,99,109,98,5,2
CC(=O)Nc1ccc(C(=O)N/N=C/c2ccccc2OC(=O)c2ccc(Cl)cc2)cc1,-2,6,5,98,105,109,-25,-15
CN1CCN(/C=N/C2=C(C#N)C(c3ccccc3)C3=C(CC(C)(C)CC3=O)O2)CC1 (stereo unspecified),-7,-1,4,101,105,104,7,12
CC(=O)c1ccc(OC(=O)COc2ccccc2Cl)cc1,-10,-1,-11,100,91,102,-3,2
CC(C)n1cnc2c(Nc3cccc(Cl)c3)nc(N(CCO)CCCO)nc21,-6,95*,-7,96,101,113,-1,-8
Cc1onc(-c2ccccc2)c1C(=O)OCC(=O)N(C)c1ccccc1,x,4,x,102,98,113,-6,8
COC(=O)C1=C(C)N(C)C(=S)NC1c1cc(OC)ccc1OC (stereo unspecified),-4,17,3,101,109,98,-1,9
O=C(COC(=O)Cc1c(F)cccc1Cl)NNC(=O)c1ccccc1,x,0,x,97,106,103,-3,2
CCOC(=O)c1ccc(NC(=O)c2nc[nH]c2C(=O)NCc2ccccc2)cc1,8,9,9,95,119,100,1,0
CN(CCO)c1ccc(C(C(=O)c2ccccc2)c2ccc(N(C)CCO)cc2)cc1,-10,0,4,95,97,90,-8,-5
Cc1ccc(C(CNS(=O)(=O)c2ccccc2)N2CCN(C)CC2)cc1 (stereo unspecified),-6,-2,8,96,105,94,5,-5
Cc1cc(N2CCOCC2)nc2ccc(NC(=S)NCc3ccc4c(c3)OCO4)cc12,7,5,9,100,103,95,1,1
C(=N\c1nc2ccccc2n1CCN1CCCCC1)/c1cccs1,-4,10,-1,97,94,101,-1,-8
COc1ccc(C(CCNCc2ccc(OC(C)C)cc2)c2ccccc2OC)cc1 (stereo unspecified),-10,4,-14,101,94,104,-3,7
O=C(N/N=C/c1ccco1)c1cc(-c2ccc(Cl)s2)[nH]n1,8,24,-14,u,u,u,6,-7
O=C1c2ccccc2NC(c2ccc(F)cc2)N1Cc1ccccc1 (stereo unspecified),8,-2,12,99,102,97,1,-4
CCOC(=O)c1sc2nc(C)nc(NCCc3ccccn3)c2c1C,-6,-1,3,94,100,95,12,-5
CCCCC1=CC2=CC(=O)C(C)(OC(=O)CC)C(=O)C2=CN1C1CCCCC1 (stereo unspecified),-2,1,17,105,94,92,1,-5
CC(=O)c1cccc(S(=O)(=O)N2CCC(C(=O)Nc3cccc(C(=O)NC4CC4)c3)CC2)c1,-9,1,x,101,102,102,5,-3
C=CCOc1ccc(/C=C2\SC(=S)N(NS(=O)(=O)c3ccccc3)C2=O)cc1,11,1,-1,106,88,100,-7,4
CC(C)N1CCC(=NNC(=O)c2ccccc2[N+](=O)[O-])CC1,3,5,-3,104,96,106,0,-5
O=C(CC1OC(=O)c2ccccc21)Nc1cc(Cl)ccc1N1CCOCC1 (stereo unspecified),x,7,x,102,108,106,-7,1
O=C(CCCNC(=O)c1ccc(Cl)cc1)OCc1cccc(Br)c1,-1,6,-10,92,135,98,0,7
CCc1c(C(=O)Nc2ccc(OC)cc2)[nH]c(C)c1C(C)=O,-21,35,7,104,89,101,3,2
Cc1cc(C)nc(NNC2=CC(=[N+]3CCCCC3)CC(C)(C)C2)n1,-5,3,-2,97,102,95,-37,-11
Fc1ccc(N2CCN(c3cnc4ccccc4n3)CC2)cc1,10,8,2,105,137,107,-2,2
Brc1ccc(OCCCCN2CCCCC2)cc1,-13,4,0,103,100,111,-9,-10
COc1ccc2sc3c(=O)[nH]c4ccccc4c3c2c1,1,24,9,102,106,104,4,7
CS(=O)(=O)N(CC(=O)NCCSCc1ccccc1)c1ccccc1,2,0,-12,102,113,109,13,8
C/C(=N\O)c1cc(Cl)ccc1O,3,4,-3,97,110,116,5,-6

# No enrichment for hits; overall some 3.8% were active at least once.
